Assay outcomes deposited in PubChem BioAssay by National Center for Advancing Translational Sciences (NCATS).
A-T KAP1 phos = candidate therapy for ataxia-telangiectasia; […] A-T fibroblasts, KAP-1 phosphorylation AlphaLISA; neocarzinostatin DNA damage 30 min before lysis; Potency, µM (titrated, usually from 57.5 µM), for the others: at the top dose activation, most hits filed as activators; 0.19% of 320,000 active; AID 485349; also: potency is read from the fitted curve at half-maximal effect; % of control where 0% means no effect; nearly all actives have a fitted effect of over 45% in size
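hTERT-immortalized A-T patient fibroblasts ([…]), 500 cells/well in OPTI-MEM, 1% FBS, got compounds for 60 min, then NCS for 30 min at 37C. Lysates were then assayed for phospho-KAP-1 by AlphaLISA (anti-pKAP1 donor, anti-KAP1 acceptor beads), 6 hr at 25C.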
KCNH2 WT inh = inhibitors of human wildtype KCNH2 potassium channel; U2OS, BacMam KCNH2, thallium flux FluxOr; hits give low values; activity change, % at 1.84 µM; 0.37% of 340,000 active; AID 720551;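 active = maximum activity change below -70%; inconclusive = maximum activity change between -70% and -50%; inactive = maximum activity change above -50%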; also: % is scaled to controls: 0 for no effect and ±100 for the full control effect
Target sequence (Q12809 whole entry, looked up): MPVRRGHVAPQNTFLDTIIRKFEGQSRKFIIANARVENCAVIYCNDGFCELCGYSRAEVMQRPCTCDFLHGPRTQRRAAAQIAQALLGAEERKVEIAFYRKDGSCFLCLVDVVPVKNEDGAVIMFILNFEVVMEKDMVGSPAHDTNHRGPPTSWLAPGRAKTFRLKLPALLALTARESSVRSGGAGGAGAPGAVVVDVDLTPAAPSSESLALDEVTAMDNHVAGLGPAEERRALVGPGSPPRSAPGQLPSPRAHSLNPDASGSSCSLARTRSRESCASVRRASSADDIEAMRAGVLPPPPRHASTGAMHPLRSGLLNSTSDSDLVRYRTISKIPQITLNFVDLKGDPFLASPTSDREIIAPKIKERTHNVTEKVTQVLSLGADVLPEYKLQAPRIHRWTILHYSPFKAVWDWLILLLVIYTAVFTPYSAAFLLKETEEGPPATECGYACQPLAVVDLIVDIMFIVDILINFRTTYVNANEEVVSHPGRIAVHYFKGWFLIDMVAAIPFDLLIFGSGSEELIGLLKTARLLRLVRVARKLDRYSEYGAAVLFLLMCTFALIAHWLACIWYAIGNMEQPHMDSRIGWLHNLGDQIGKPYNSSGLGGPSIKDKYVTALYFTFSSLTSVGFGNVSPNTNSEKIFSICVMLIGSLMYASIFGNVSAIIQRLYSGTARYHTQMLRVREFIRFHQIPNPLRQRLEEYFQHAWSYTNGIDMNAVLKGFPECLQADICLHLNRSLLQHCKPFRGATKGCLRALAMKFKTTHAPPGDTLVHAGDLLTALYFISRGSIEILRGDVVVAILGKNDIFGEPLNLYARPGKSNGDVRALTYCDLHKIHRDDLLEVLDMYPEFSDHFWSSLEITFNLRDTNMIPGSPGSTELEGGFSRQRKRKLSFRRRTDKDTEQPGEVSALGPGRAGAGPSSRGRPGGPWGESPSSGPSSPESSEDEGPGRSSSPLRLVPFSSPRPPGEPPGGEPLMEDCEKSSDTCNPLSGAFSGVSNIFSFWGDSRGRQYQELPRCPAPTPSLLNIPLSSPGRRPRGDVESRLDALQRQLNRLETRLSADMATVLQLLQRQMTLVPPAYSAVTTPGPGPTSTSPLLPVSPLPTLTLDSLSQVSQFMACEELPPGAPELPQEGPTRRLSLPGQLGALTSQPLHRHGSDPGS
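U2OS cells were transduced with wild-type KCNH2 virus (2.03 x 10^8 / mL) for 4 h at room temperature, then cultured overnight at 37 C. Thallium flux was read with FluxOr dye. Rate constants were normalized to DMSO controls.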
GALK inhibitor = galactokinase (human) inhibition; Purified GALK, Kinase-Glo residual ATP luminescence; 0.007% of 270,000 active; P51570; Potency, µM (highest dose often 57.5 µM), inactives show at the highest dose activity change, negative = inhibition, usual class: inhibitors; also: potency is read from the fitted curve at half-maximal effect; % is scaled to controls: 0 for no effect and ±100 for the full control effect
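Galactose (100 uM) and ATP (35 uM) were turned over by 5 nM GALK for 1 h at RT. Kinase-Glo Plus then converted the remaining ATP into a luminescent signal.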
TCR act = T cell receptor activation; primary human leukocytes, anti-CD3, IL-2 HTRF, 48 h; Potency, µM (series often up to 9.22 µM), for inactives: at the highest dose activation of IL-2 secretion, hits mostly activators; 330,000 tested, under 10 active; AID 504894; also: % of control where 0% means no effect
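1) Mix primary human leukocytes, a-CD3 beads and compound. 2) Incubate 48 hr. 3) Add HTRF IL-2 reagents (a-IL-2-K, a-IL-2-d2).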
Tb PFK inh = blocks T. brucei phosphofructokinase | AID 485367 | T. brucei PFK, ADP-Glo luminescence | Potency, µM (titrated, usually from 57.5 µM), for the others: at the top dose activity, negative = inhibition, actives largely listed as inhibitors | 0.17% of 330,000 active | O15648;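 also: potency is read from the fitted curve at half-maximal effect; 0% = uninhibited 1x PFK enzyme wells and -100% = no-enzyme wells; nearly all actives have a fitted effect of over 60% in size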
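Luminescent ADP detection (ADP-Glo, two-step: ATP depletion then ADP-to-ATP conversion for luciferase) reported PFK activity after 45 min room-temperature reaction of 1.25 nM enzyme with 0.5 mM F6P and 0.1 mM ATP at pH 8.0.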
TSHR antagonist = blocks TSH signaling through the human TSH receptor; AID 504810; activity change, negative = inhibition, % at 11.5 µM; P16473; TSHR-expressing cells, TSH-stimulated cAMP HTRF, 2 h; hits give low values; 0.2% of 330,000 active;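 active = activity change below a set negative limit, meaning inhibition stronger than a set level, cut at about -70% in these data; inconclusive = activity change between two set negative limits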; also: % is scaled to controls: 0 for no effect and ±100 for the full control effect
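Antagonism was scored as loss of TSH-driven cAMP in TSHR cells, stimulated with 4nM TSH (EC80) for 2 hours at 37 deg C and detected by homogeneous HTRF competition immunoassay.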
MLL CXXC-DNA inh = inhibitors of human MLL CXXC domain-DNA interaction. Potency, µM (doses to about 115 µM), inactives show at the top dose activity change, negative = inhibition, most hits filed as inhibitors. 0.037% of 290,000 active. MLL-CXXC / FITC-HOXA9 DNA fluorescence polarization. Q03164; active = well fitted inhibition curve with a large enough effect in the polarisation, with a control signal flat, not every such curve was filed as active; inconclusive = small, poorly fitted or top-dose-only effect, or effect the other way, or a change in a side signal; inactive = no such curve, though single readings can be large or run the other way; the % refers to the polarisation; also: potency is read from the fitted curve at half-maximal effect
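Steps: dispense CXXC domain solution (7 uM) → pin compounds or unlabeled HOX-A9 DNA control → 5 min ambient → add FLSN-HOX-A9 solution (50 nM) → spin → 30 min ambient → fluorescence polarization. Tris pH 7.5/NaCl/DTT/BSA buffer.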
FBPA coupling cs = coupling enzyme interference in Giardia aldolase counter-screen | AID 2472 | 0.67% of 290,000 active | coupling enzyme system counterscreen, AmpLite Red fluorescence | activity change, negative = inhibition, % at 58.2 µM, hits read low; in the data active = activity change below about -30%; also: % is scaled to controls: 0 for no effect and ±100 for the full control effect
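Activity here indicates interference with the coupling reaction, not aldolase inhibition. Compounds at 57.5 uM final met coupling enzymes for 10 min at RT; substrate and AmpLite Red detection followed, with a 525/598 nm fluorescence read after 20 min.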
BCR signal inh = blocks chronic active B-cell receptor signaling; 0.05% of 340,000 active; Potency, µM (top dose mostly 46.1 µM), without a hit: at the top dose ratio change, negative = lower green/red ratio, hits mostly inhibitors; ABC-DLBCL IkBa-CBG/CBR reporter, luminescence ratio, 4 h; active = well fitted inhibition curve with a large enough effect in the signal ratio, with a control signal flat, not every such curve was filed as active; inconclusive = small, poorly fitted or top-dose-only effect, or effect the other way, or a change in a side signal; the % refers to the signal ratio;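 also: potency is read from the fitted curve at half-maximal effect; plate controls were basal doxycycline-induced cells for no effect and cells given 10 µM MG132 for full effect; MG132 reads +100%, hits lower the ratio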
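Cell line TMD8 (human ABC DLBCL), stably expressing tet-inducible CBG68-IkBa fusion and CBR; IMDM/0.5% FBS; cpd up to 46 uM; dox induction, 4 h, 37C/5% CO2; dual luminescence; green/red ratio; MG132 control.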
Giardia killer = Giardia lamblia killing; Giardia lamblia trophozoite viability; activity change, % at 7.66 µM, hits read low; 0.15% of 340,000 active; AID 540267; in the data active = activity change below about -80%; inconclusive = between about -30% and that limit;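 also: parasites exposed to compound for two days anaerobically before the ATP read; % is scaled to controls: 0 for no effect and ±100 for the full control effect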
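Media and compound were dispensed first, then trophozoites at 100 cells/well; plates sat 48 hrs at 37 deg C without oxygen before ATP luminescence reagent was added and read after 15-30 min at room temperature.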
The depositor's hits bear a star; ? = inconclusive; . = not tested or not shown; & = joins results of further samples; [ ] = dose if it differs, or a comment. Unless noted, calls follow the shape of the dose curve; as a rule, active = well fitted curve in the direction sought with a large enough effect; inconclusive = small, poorly fitted or top-dose-only effect, or another doubt; inactive = no such curve, though single readings can be large; an effect the other way counts as inactive or inconclusive.

Start of the listing, in advance:
SMILES	A-T KAP1 phos	KCNH2 WT inh	GALK inhibitor	TCR act	Tb PFK inh	TSHR antagonist	MLL CXXC-DNA inh	FBPA coupling cs	BCR signal inh	Giardia killer
CCOc1ccccc1NC(=O)Nc1ccc(Cl)cc1	3%	3	.	-4%[46.1 µM]	-8%	-38	1%	-13	?	-6
Cc1c(N2C(=O)CSC2c2ccco2)c(=O)n(-c2ccccc2)n1C (stereo not given)	-7%	-1	11%	0%	-4%	1	11%	5	-3%	3
N#CC(=Cc1ccc(O)cc1)C(N)=C(C#N)C#N	-8%	16	.	-13%	-5%	41	.	.	1%	-18
C=CCC(O)c1c(-c2ccccc2)nn(C)c1Cl (stereo not given)	2%	-12	11%	-1%	-2%	11	6%	0	-4%	13
Cc1cccc(C(=O)N/N=C/C(C)Cc2ccc3c(c2)OCO3)c1 (stereo not given)	4%	-4	0%	-6%	2%	11	?	2	?	-3
COc1cccc(-c2coc3cc4oc(=O)c(CCC(=O)O)c(C)c4cc23)c1	15%	2	-3%	-3%	11%	-8	-29%	11	?	-4

The listing, from the start:
SMILES	A-T KAP1 phos	KCNH2 WT inh	GALK inhibitor	TCR act	Tb PFK inh	TSHR antagonist	MLL CXXC-DNA inh	FBPA coupling cs	BCR signal inh	Giardia killer
CCOc1ccccc1NC(=O)Nc1ccc(Cl)cc1	3%	3	.	-4%[46.1 µM]	-8%	-38	1%	-13	?	-6
Cc1c(N2C(=O)CSC2c2ccco2)c(=O)n(-c2ccccc2)n1C (stereo not given)	-7%	-1	11%	0%	-4%	1	11%	5	-3%	3
N#CC(=Cc1ccc(O)cc1)C(N)=C(C#N)C#N	-8%	16	.	-13%	-5%	41	.	.	1%	-18
C=CCC(O)c1c(-c2ccccc2)nn(C)c1Cl (stereo not given)	2%	-12	11%	-1%	-2%	11	6%	0	-4%	13
Cc1cccc(C(=O)N/N=C/C(C)Cc2ccc3c(c2)OCO3)c1 (stereo not given)	4%	-4	0%	-6%	2%	11	?	2	?	-3
COc1cccc(-c2coc3cc4oc(=O)c(CCC(=O)O)c(C)c4cc23)c1	15%	2	-3%	-3%	11%	-8	-29%	11	?	-4
CCOC(=O)C1CCN(c2c(NCCC(C)C)c(=O)c2=O)CC1	-12%	-25	-1%	6%	-8%	-1	-2%	2	-9%	-11
COc1ccc(OCCN2C(=O)c3cccc(N)c3C2=O)cc1	?	-7	0%	2%	0%	1	-2%	0	-26%	3
O=C(O)CCn1c(CO)nc2ccccc21	-4%	-4	1%	8%	-3%	-6	46%[activator]	2	0%	9
O=C(c1ccco1)N1CCN(CC(=O)N(C2CCCCC2)C2CCS(=O)(=O)C2)CC1 (stereo not given)	7%	-4	-2%	1%	-2%	0	5%	-1	6%	-12
Cc1cccc(C)c1NC(=O)C1=C(O)c2ccccc2N(C)S1(=O)=O	3%	0	-2%	-2%	-1%	-2	6%	13	8%	-9
CC(C)CN(C(=O)COC(=O)c1cccc2ccccc12)c1c(N)n(Cc2ccccc2)c(=O)[nH]c1=O	-5%	9	.	-7%	18%	1	.	.	6%	5
CC(C)(C)c1ccc(C(=O)N/C(=C\c2cccc([N+](=O)[O-])c2)C(=O)Nc2cccc(C(=O)O)c2)cc1	7%	-8	-2%	.	?	-16	?	7	0%	6
CCCc1nc(NC2CCCCC2)c(C#N)c2c1COC(C)(C)C2	2%	6	2%	-23%	-2%	3	1%	0	-1%	-4
Cc1cc(C)c2c(n1)sc1c(N3CCN(C)CC3)ncnc12	2%	1	4%	9%	-5%	0	?	-7	0%	1
COC(=O)c1sc(N2CCN(Cc3ccccc3)CC2)nc1N	-14%	0	4%	-1%	-3%	2	-1%	4	0%	8
COc1ccccc1C(=O)Nc1cccc(SC)c1	.	6	-1%	1%[46.1 µM]	-1%	-10	6%	-3	?	13
Cc1ccc(NC(=O)COC(=O)CSC(=S)N2CCOCC2)cc1	-1%	.	7%	1%	4%	-2	-6%	-1	0%	-1
CN(C)CCCNc1ncnc2scc(-c3ccccc3)c12	0%	3	0%	-3%	-7%	-3	13%	1	?	12
COc1cc(C2C(C(=O)c3ccc(C)o3)=C(O)C(=O)N2Cc2cccnc2)ccc1O (stereo not given)	-4%	1	-2%&0%	1%	3%&-1%	0&8	4%&-1%	-2&-1	3%&-2%	-6
Cc1c(C(=O)NC(=S)Nc2cccnc2)cccc1[N+](=O)[O-]	-3%	15	1%	-6%	1%	10	34%[activator]	.	-1%	9
CCOc1ccc(NC(=O)C2CCCN(c3c(CC)c(C)nc4ncnn34)C2)cc1 (stereo not given)	4%	-9	1%	3%	-2%	4	-1%	-1	1%	-10
CC(C)(C)C(=O)COC(=O)C1=NN(c2ccccc2)C(=O)CC1	?	-3	-2%	1%	-5%	27	-6%	-5	0%	-25
CC(=O)c1c(C(=O)O)[nH]c(C(=O)O)c1C	7%	6	-3%	-8%	1%	8	-3%	-1	2%	1
Cc1cc(NC(=O)COC(=O)c2ccco2)no1	0%	-3	-1%	5%	-6%	4	9%	1	-3%	4
COc1ccc(NC(=O)NC(C)c2ccccc2)cc1 (stereo not given)	5%	-4	6%	3%	-1%	2	4%	.	1%	0
O=C1Nc2ccccc2/C1=C\C(=O)c1ccccc1	17%	-2	.	6%	-21%	-3	1%	1	?	-13
COc1cc(C(CC(=O)O)n2cnnn2)ccc1OC(C)C (stereo not given)	3%	-5	1%	3%	3%	20	9%	8	1%	-7
CCN(CC)CCCNC(=O)C1CCN(C(=O)c2cc3sccc3n2Cc2ccc(F)cc2)CC1	.	22	3%	2%	4%	-4	-2%	5	9%	8
CC(=O)N(C(C)=O)c1c(N2CCOCC2)c2ccccc2oc1=O	-4%	-5	1%	4%	-8%	7	12%	0	1%	10
COCCNC(=O)CNC(=S)N(CCCN1CCOCC1)Cc1cccs1	6%	13	14%	0%	2%	-2	4%	-1	3%	-9
CC(C)(C)c1cc(NC(=O)Nc2ccccc2OC(F)(F)F)no1	20%	-13	-2%	1%	-1%	-10	-10%	-6	?	-14
COc1ccccc1Cc1nc(-c2ccc(C)cc2)no1	21%	-11	0%	.	-11%	2	0%	1	?	-2
O=C(CSCCO)Nc1ccc(C23CC4CC(CC(C4)C2)C3)cc1	-3%	5	-6%	11%[46.1 µM]	2%	-10	3%	4	0%	13
O=C(COc1ccccc1[N+](=O)[O-])N(Cc1ccco1)C1CCS(=O)(=O)C1 (stereo not given)	9%	7	2%	5%	1%	7	5%	.	?	-8
Cn1c(C(=O)N2CCN(c3ncccn3)CC2)cc2c(=O)n(C)c3ccccc3c21	-5%	2	1%	-8%	3%	12	-3%	-45*	?	-11
CCOC(=O)c1cc(-c2ccc(F)cc2)nc2c1c(=O)[nH]c(=O)n2Cc1ccccc1	6%	4	0%	2%	2%	8	5%	0	-3%	8
CCN(CC)CCN(Cc1cc2cc3c(cc2[nH]c1=O)OCCO3)C(=S)NCC1CCCO1 (stereo not given)	-4%	9	5%	-1%	-24%	3	-1%	-23	?	8
Clc1ccc2ccc3cccnc3c2n1	10%	2	-1%	-3%	11%	-20	8%	-16	-2%	25
CCn1c2ccccc2c2cc(CN3CCN(S(=O)(=O)CC)CC3)ccc21	-1%	.	-1%	3%[46.1 µM]	-3%	-9	20%	-1	-2%	.
